From PubChem
HCMV inh – qHTS Assay for inhibitors of the human cytomegalovirus (HCMV). HFF cells, HCMV-luciferase reporter, 72 h; stronger effect = lower value. activity change, negative = inhibition, % at 57.5 µM. 410,000 compounds, 4.5% hits. AID 1259415, 2018; in the data active means activity change below about -60%; inconclusive means no clear call, values can overlap the other calls; inactive means above about -39%
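Human foreskin fibroblasts infected with luciferase-reporter HCMV at MOI 1 PFU/cell, compounds at two doses. Luciferase measured 72 h post infection; normalized to buffer-only basal and Salinomycin (10uM) controls.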
Sm TGR block – qHTS Assay for the Inhibitors of Schistosoma Mansoni Peroxiredoxins; 360,000 compounds, 3% hits; Schistosoma mansoni thioredoxin glutathione reductase (TGR), Q962Y6; purified TGR, DTNB reduction, TNB absorbance 405 nm; Potency, µM (top dose mostly 114 µM), without a hit: at the top dose activity change, negative = inhibition, usual class: inhibitors; further: potency means the concentration at half of the fitted maximal effect; nearly all actives have a fitted effect of over 60% in size
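First, TGR (20 nM dispensed) and NADPH were mixed with compound. Second, a 15 min room-temperature incubation followed. Third, further NADPH and then DTNB were added to start the reaction. Finally, TNB absorbance was monitored kinetically.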
Tb PYK inh – qHTS of Trypanosoma Brucei Inhibitors; TbPYK enzyme, Kinase-Glo Plus ATP luminescence, 45 min; Potency, µM (highest dose often 76.8 µM), for inactives: at the highest dose activity, negative = inhibition, usual class: inhibitors; 410,000 compounds, 0.12% hits; pyruvate kinase (Trypanosoma brucei), Q57TT1; further: potency means the concentration at half of the fitted maximal effect; nearly all actives have a fitted effect of over 50% in size
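Luminescence from Kinase-Glo Plus, added after a 45-minute room-temperature reaction, served as the end-point read-out. The enzyme and substrate were preincubated with compound before ADP (130 uM final) initiated turnover. Concentration-effect curves came from normalized qHTS data.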
AMA1-RON2 inh – qHTS for Inhibitors of AMA1-RON; Towards Development of Antimalarial Drug Lead: Primary Screen; Plasmodium falciparum AMA1 (3D7) - RON2 peptide interaction; AlphaScreen AMA1-biotinylated RON2 peptide binding; Potency, µM (top dose mostly 58.2 µM), inactives show at the highest dose activity change, negative = inhibition, actives largely listed as inhibitors; 360,000 compounds, 0.2% hits; AID 720542, 2013;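 further: potency means the concentration at half of the fitted maximal effect; 0% = vehicle wells and -100% = peptide control; nearly all actives have a fitted effect of over 45% in size; some results filed as inactive show a strong effect at the top dose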
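AMA1 (3D7) with his tag at 25 nM final met compounds first, then biotinylated RON2 peptide at 25 nM; detection used donor plus acceptor beads, 10 µg/mL apiece, read by AlphaScreen after 30 min at room temperature.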
LmPK inh – qHTS Assay for Inhibitors of Leishmania Mexicana Pyruvate Kinase (LmPK) | purified LmPK, Kinase-Glo ATP luminescence, 1 h | Q27686 | Potency, µM (series often up to 57.5 µM), inactives show at the highest dose activity change, negative = inhibition, hits mostly inhibitors | 290,000 compounds, 0.37% hits; further: potency means the concentration at half of the fitted maximal effect
Target sequence (Q27686 whole entry, looked up): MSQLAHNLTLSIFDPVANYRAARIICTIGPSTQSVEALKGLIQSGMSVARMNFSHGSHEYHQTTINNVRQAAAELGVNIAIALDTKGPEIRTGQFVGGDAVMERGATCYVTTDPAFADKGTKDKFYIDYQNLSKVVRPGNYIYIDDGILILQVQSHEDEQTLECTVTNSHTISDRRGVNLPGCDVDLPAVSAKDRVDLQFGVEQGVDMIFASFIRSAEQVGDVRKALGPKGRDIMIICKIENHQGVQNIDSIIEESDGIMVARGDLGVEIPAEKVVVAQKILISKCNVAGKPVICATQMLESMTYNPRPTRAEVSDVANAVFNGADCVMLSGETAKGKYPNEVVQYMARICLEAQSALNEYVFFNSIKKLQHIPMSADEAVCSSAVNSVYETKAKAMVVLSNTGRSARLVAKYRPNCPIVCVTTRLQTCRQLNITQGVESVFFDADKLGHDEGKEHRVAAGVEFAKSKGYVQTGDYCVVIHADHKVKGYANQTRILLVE
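Screened at intermediate enzyme activity to detect both inhibitors and activators: LmPK at 0.1 nM, with a 0.5 nM enzyme column as activation reference. PEP 0.5 mM, ADP 0.1 mM; ATP detected by luminescence after 1 h.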
AmpC detergent – qHTS Inhibitors of AmpC Beta-Lactamase (assay with detergent). Potency, µM (doses to about 114 µM), inactives show top-dose activity change, negative = inhibition, most hits filed as inhibitors. AID 485294, 2010. 370,000 compounds, 0.041% hits. P00811. AmpC hydrolysis of nitrocefin, absorbance 480 nm, 0.01% Triton;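 further: potency means the concentration at half of the fitted maximal effect; 0% = no-compound wells and -100% = no-enzyme wells; nearly all actives have a fitted effect of over 25% in size; some results filed as inactive show a strong effect at the top dose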
Target sequence (P00811 whole entry, looked up): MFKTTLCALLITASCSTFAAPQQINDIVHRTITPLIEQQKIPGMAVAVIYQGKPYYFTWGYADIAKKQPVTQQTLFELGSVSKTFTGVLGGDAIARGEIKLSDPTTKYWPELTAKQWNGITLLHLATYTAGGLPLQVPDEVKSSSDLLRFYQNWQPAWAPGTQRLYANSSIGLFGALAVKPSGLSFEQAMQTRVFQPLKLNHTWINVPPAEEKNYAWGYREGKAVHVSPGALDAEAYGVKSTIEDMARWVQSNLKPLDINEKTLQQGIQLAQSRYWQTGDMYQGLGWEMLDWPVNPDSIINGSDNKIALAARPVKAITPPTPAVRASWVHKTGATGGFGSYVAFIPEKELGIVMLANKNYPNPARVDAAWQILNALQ
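20 mM phosphate pH 7.0 + 0.01% (detergent screen) or 0.0001% Triton X-100; 5.3 nM AmpC reagent; cpd preinc 15 min RT; nitrocefin (800 uM stock) to start; A480 q20 s × 4 min; Activity was normalised to no-enzyme and no-compound control wells.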
AmpC no deterg – qHTS Inhibitors of AmpC Beta-Lactamase (assay without detergent). Potency, µM (highest dose often 57.1 µM), for the others: at the top dose activity change, negative = inhibition, hits mostly inhibitors. AID 485341, 2010. P00811. 330,000 compounds, 0.52% hits. AmpC nitrocefin hydrolysis, absorbance 480 nm, 0.0001% Triton;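 further: potency means the concentration at half of the fitted maximal effect; plate controls were no compound for no effect and no enzyme for full effect; nearly all actives have a fitted effect of over 20% in size; some results filed as inactive show a strong effect at the top dose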
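20 mM phosphate pH 7.0 + 0.01% (detergent screen) or 0.0001% Triton X-100; 5.3 nM AmpC reagent; cpd preinc 15 min RT; nitrocefin (800 uM stock) to start; A480 q20 s × 4 min; Activity was normalised to no-enzyme and no-compound control wells.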
* = called active by the depositor; ? = inconclusive; . = no result given; [ ] = another dose, or the depositor's remark. Unless noted, the call rests on the fitted dose curve; in most records, active means well fitted curve in the direction sought with a large enough effect; inconclusive means small, poorly fitted or top-dose-only effect, or another doubt; inactive means no such curve, though single readings can be large; an effect the other way counts as inactive or inconclusive. Unless noted, on the % scale 0 is the no-effect control and ±100 the full control effect.

The line under a structure holds: HCMV inh	Sm TGR block	Tb PYK inh	AMA1-RON2 inh	LmPK inh	AmpC detergent	AmpC no deterg
> COc1ccc(N2C(=O)CC(SC(C)C)C2=O)cc1 (stereo not given)
  60	-12%	2%	-8%	1%	?	-14%
> Cc1ccc(C2C3=C(CC(C)(C)CC3=O)N(CCN3CCOCC3)C3=C2C(=O)CC(C)(C)C3)cc1
  -20	3%	5%	0%	5%	-9%	18%
> COc1ccc(C(=O)CN2C(=O)c3ccccc3C2=O)cc1
  0	12%	-1%	19%	0%	-10%	-20%
> COc1ccc(-c2n[nH]c(=S)n2/N=C/c2cccn2C)cc1
  ?	5%	2.5µM*	67%[activator]	-4%	2%	-32%
> COc1cccc(Cn2c(=O)n(-c3ccc(C)c(F)c3)c(=O)c3sc4ccccc4c32)c1
  ?	2%	1%	.	.	18%	.
> O=C1N[C@@H](Cc2ccccc2)[C@@H](c2ccco2)O1
  -10	-27%	-3%	-1%	6%	-5%	-12%
> O=C(Nc1ccc(CN2CCCCC2)cc1)c1c(F)c(F)c(F)c(F)c1F
  -30	-3%	1%	2%	2%	-8%	-15%
> O=C(COC(=O)c1cnccn1)Nc1ccc(Cl)cc1
  -4	-1%	-6%	-5%	3%	-13%	-19%
> O=C(/C=C/c1ccco1)Nc1ccc(Cl)c(-c2nc3cc(Cl)ccc3o2)c1
  71	?	3%	.	.	14%	.
> COc1ccc(N2CC(C(=O)NCc3ccccc3)CC2=O)cc1 (stereo not given)
  -4	-1%	-6%	-7%	-2%	-12%	-3%
> O=C(NCCNC(=O)c1ccc(-c2cc(Cl)ccc2Cl)o1)c1cnccn1
  21	.	-12%	7%	.	.	.
> COc1ccc(Cc2c(-c3ccc(C#N)cc3)nc3c(Cl)cc(C(F)(F)F)cn23)c(C)c1
  -13	.	2%	28%	.	.	.
> Cc1noc(C)c1CN1C(=O)c2ccc([N+](=O)[O-])cc2C1=O
  -4	?	-4%	-1%	-1%	0%	-16%
> COC(=O)C(C)(C)NC(=O)c1cccs1
  -21	-21%	0%	33%[activator]	7%	?	-23%
> Cc1cc(C)c(NC(=O)Cn2c(=O)n(CC3CCCO3)c(=O)c3ccccc32)c(C)c1 (stereo not given)
  -9	-3%	-1%	.	.	19%	.
> CCOc1ccc(S(=O)(=O)NCCc2csc3nc(-c4ccc(F)cc4)nn23)cc1
  -16	6%	1%	.	.	1%	.
> Cn1ncc([N+](=O)[O-])c1C(=O)Nc1cc(Cl)ccc1Cl
  ?	.	-6%	-7%	.	.	.
> CCc1ccc(NC(=O)Cn2c(-c3cncs3)nc3ccccc32)cc1
  2	-1%	-1%	.	.	-5%	.
> CCC(=O)NCCc1nc2cc(NC(=O)c3ccccc3Cl)ccc2n1C
  24	2%	4%	12%	2%	-2%	-4%
> CCN(CC)S(=O)(=O)c1ccc(NN=C(C#N)C#N)cc1
  ?	7.9µM*	-5%	-10%[11.6 µM]	3%	3%	-48%
> COc1ccc(C(=O)NNC(=O)Nc2ccc(Cl)cc2)cc1
  -21	9%	7%	8%	2%	?	-4%
> CCCNC(=O)N(C)c1nncnc1C(=O)NC
  14	52%[activator]	-1%	6%	1%	-7%	-12%
> Cc1cc(C)cc(NC(=O)CSc2nc3c(oc4ccccc43)c(=O)n2-c2ccccc2F)c1
  17	1%	2%	.	.	1%	.
> COC(=O)[C@H](Cc1ccc(O)cc1)NC(=O)Cn1cnc2c(SC)nc(N)nc21
  3	.	-5%	14%	.	.	-12%
> CCOC(=O)N1CCN(C(=O)CCCn2nc(C)c3sc4ccccc4c3c2=O)CC1
  -8	11%	4%	-1%	-5%	-12%	167%[activator]
> O=C(CNC(=O)c1ccccc1Cl)Nc1ccc(Br)cc1C(=O)c1ccccc1
  -23	3%	-14%	-6%	4%	-14%	-11%
> O=C(NC12CC3CC(CC(C3)C1)C2)c1ccc([N+](=O)[O-])o1
  -70*	0%	1%	3%	3%	-7%	-9%
> Cc1cccc(C)c1N1C(=O)CC(N2CCSCC2)C1=O (stereo not given)
  1	45µM*	0%	-6%	10%	-1%	-13%
> CC(=O)N1CCN(C(=O)COc2ccccc2C(=O)Nc2ccccc2)CC1
  ?	-8%	1%	-6%	2%	?	-3%[11.4 µM]
> COc1ccccc1N1CCN(C(=O)c2ccc(CSc3ccccc3)cc2)CC1
  -92*	-2%	3%	0%[2.32 µM]	4%	?	92%[activator]
> COc1ccc(-n2c(C)cc(C)c(C(C)=O)c2=S)cc1
  -6	9%	-11%	?	-1%	-5%	2%
> CCOC(=O)c1cc(-c2ccccc2C)nn1CC1CC(c2ccc(OC)cc2)=NO1 (stereo not given)
  -33	-10%	-1%	0%	.	-1%	-17%
> Cc1ccc(C(=O)OCC(=O)Nc2ccc(Cl)cn2)s1
  -20	-11%	3%	-3%	.	-2%	-9%
> CC(C)N1C(=O)/C(=C\c2nc3ccccc3c(=O)[nH]2)c2ccccc21
  77	2%	-8%	?	3%	-10%	99%[activator]
> CC(=O)N(CCCN(C)C)CCC(C)CCC=C(C)C (stereo not given)
  -22	-21%	-4%	0%	7%	0%	33%
> CC(Sc1nc(-c2ccccc2)cc(C(F)(F)F)n1)C(=O)Nc1ccc2c(c1)OCO2 (stereo not given)
  ?	-8%	-3%	0%	4%	0%	-24%
> CCc1n[nH]c(=S)n1/N=C/c1cc(OC)cc([N+](=O)[O-])c1O
  2	-17%	?	?	-23%	-9%	-30%
> Cc1cc(C)c2c(=O)n(CC(=O)N3CCN(c4ccccc4)CC3)ccc2n1
  6	.	-8%	-4%	.	.	.
> Cc1ccccc1NC(=S)NCc1ccc2[nH]c3c(c2c1)CCCC3
  ?	-9%	4%	44%[activator]	2%	?	-35%
> COCCNC(=O)C(=O)N/N=C/c1cccs1
  46	-2%	1%	20%	-2%	-15%	-16%
> Cc1cc2oc(C(=O)Nc3cccnc3)c(C)c2cc1C
  78	0%	-1%	-3%	1%	?	-24%
> NC(=O)c1ccc(NC(=O)COC(=O)CCC2CCCCC2)cc1
  -11	.	4%	-9%	.	.	-23%
> Cc1ccc(OC(=O)c2ccncc2)c(C)c1
  21	-11%	1%	1%	-2%	-18%	-7%
> Cc1cc(-c2nnc(SCC(=O)Nc3ccc(Cl)cn3)n2N)n[nH]1
  -31	-20%	-3%	-2%	0%	-6%	-8%
> O=C(Nn1c(-c2ccccc2)nc2ccccc2c1=O)c1ccc([N+](=O)[O-])cc1
  5	0%	-15%	10%	2%	8%	-18%

Some entries already given, showing only AmpC detergent and Tb PYK inh.
| structure | AmpC detergent | Tb PYK inh |
| --- | --- | --- |
| COCCNC(=O)C(=O)N/N=C/c1cccs1 | -15% | 1% |
| Cc1cc(-c2nnc(SCC(=O)Nc3ccc(Cl)cn3)n2N)n[nH]1 | -6% | -3% |
| CC(Sc1nc(-c2ccccc2)cc(C(F)(F)F)n1)C(=O)Nc1ccc2c(c1)OCO2 (stereo not given) | 0% | -3% |

The list goes on:
The line under a structure holds: HCMV inh	Sm TGR block	Tb PYK inh	AMA1-RON2 inh	LmPK inh	AmpC detergent	AmpC no deterg
> O=C(N/N=C/c1ccncc1)c1ccccn1
  .	0%	-2%	37%[activator]	-26%	6%	-18%
> O=C(NCCc1c[nH]c2ccccc12)c1ccccc1
  66	8%	2%	5%	-1%	-1%	-6%
> COC(=O)C1=C(C)NC(=O)C1(NC(=O)CN1CCCC1=O)C(F)(F)F (stereo not given)
  17	6%	-6%	9%	0%	-1%	-14%
> COc1ccc(CNC(=O)CN(c2cccc([N+](=O)[O-])c2)S(C)(=O)=O)cc1
  -10	.	4%	-12%	1%	4%	1%
> COc1cccc(N2C(N)=NC(N)=NC2(C)C)c1
  -67*	-1%	1%	8%	-4%	-10%	-19%
> O=C(Cn1c(NCCCO)nc2ccccc21)c1ccco1
  0	-2%	11%	5%	0%	-15%	-27%
> Cc1ccc(-n2ncc3c2CC(C)(C)CC3NC(=O)CCc2ccc(=O)[nH]n2)cc1 (stereo not given)
  23	2%	0%	10%	8%	-9%	22%
> CCCNC(=O)N1CCCC(C(N)=O)C1 (stereo not given)
  26	11%	0%	-12%	-3%	4%	-12%
> COc1ccc(-c2nc(SCC(=O)NC3CCCC3)c(-c3ccccc3)[nH]2)cc1OC
  -10	0%	3%	.	.	11%	.
> COc1cccc(CNC(=O)CSc2nnc3c(n2)[nH]c2ccc(OC)cc23)c1
  -16	6%	2%	2%	-1%	-1%	-39%
> COc1ccccc1CN1CCN(C(=O)COc2ccc3ccccc3c2)CC1
  4	-9%	-1%	?	0%	1%	173%[activator]
> CN(C)C(CNC(=O)c1cc(S(=O)(=O)N2CCOCC2)ccc1F)c1cccs1 (stereo not given)
  -38	.	2%	-3%	.	.	-18%
> CC1=C(C(=O)Nc2cc(-c3cccc(F)c3)[nH]n2)C2(CCCCC2)OC1=O
  -12	-18%	-9%	37%[activator]	-10%	?	?
> O=C(O)CNC(=O)c1ccccc1Br
  -18	-4%	1%	1%	-3%	0%	-15%[11.4 µM]
> O=C(CN1C(=O)NC2(CCc3ccccc3C2)C1=O)NCC(F)(F)F (stereo not given)
  35	11%	3%	0%	0%	0%	-5%
> COCCn1c(-c2ccc(F)cc2)nc2cccnc21
  ?	-10%	-3%	-9%	0%	-1%	-13%
> O=C(CC(=O)c1ccccc1)Nc1ccc(Cl)cc1
  -29	32µM*	13%	7%	-2%	1%	-35%
> CNC[C@H](NC[C@@H](NCCCc1ccccc1)c1ccccc1)[C@H](C)O
  ?	1%	0%	87%[activator]	-2%	-6%	-2%
> COc1ccc(N(C(=O)COc2ccccc2OC)S(=O)(=O)c2ccc(C)cc2)cc1
  5	1%	-11%	-5%	-1%	-6%	-17%
> N#C/C(=C/c1ccccc1)C(=O)OCC(=O)Nc1ccccc1[N+](=O)[O-]
  -11	0%	-4%	-4%	.	6%	-37%
> COC(=O)c1cccc(NC(=O)N(C)CCc2c(C)nn(C)c2C)c1
  20	1%	-1%	.	.	-6%	.
